Screens (PubChem BioAssay)
PLC-gamma1 inh: PLC-gamma1 (human) inhibition, primary screen | P19174 | purified PLC-gamma1, fluorogenic substrate, fluorescence | 0.84% of 370,000 active | inhibition, % at 12.2 µM; in the data active = inhibition above about 9.5%
FXN GAA850 act: activators of GAA850 frataxin (FXN) promoter. AID 540364. HEK293 lucGAA850 FXN promoter luciferase reporter, 24 h; percent of 10 µM SAHA response. activation, % at 6 µM. 0.56% of 360,000 active;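 active = activation above the average of all compounds screened plus 3 SD, cutoff fixed separately per campaign, cut at about 7.5% in these data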;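 also: 0% = DMSO wells and 100% = 10 µM SAHA wells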
DAX1 inh-1: inhibitors of human orphan nuclear receptor DAX1 (NR0B1); HEK293 Gal4-DAX1 luciferase reporter, luminescence; inhibition, % at 6.75 µM; 0.99% of 340,000 active; AID 504766;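 active = inhibition above the mean over all tested compounds plus 3 SD, cut at about 4.2% in these data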;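 also: 0% = DAX1-transfected cells with DMSO and 100% = empty-vector control cells with DMSO; inhibition shows as a rise in luminescence from relieved DAX1 repression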
ADAM17 inh: inhibits human ADAM17. recombinant ADAM17, EDANS/DABCYL FRET peptide cleavage. inhibition, % at 6.95 µM. 0.83% of 370,000 active;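 active = inhibition above the mean of compounds lying between control limits plus 3 SD, set per campaign, cut at about 8.5% in these data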;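 also: 0% = DMSO-only wells as the low control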
HGIII-sPLA2 inh: Inhibits HGIII-sPLA2 liposome hydrolysis, primary screen | 0.56% of 370,000 active | inhibition, % at 12.2 µM | QFRET BODIPY PC-A2 liposome hydrolysis, fluorescence | Q9NZ20;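 active = inhibition above mean plus 3 SD of compounds lying within the high and low control bounds, cut at about 19% in these data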;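 also: 0% = median of test compound wells and 100% = no enzyme DMSO wells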
Target sequence (Q9NZ20 whole entry, looked up): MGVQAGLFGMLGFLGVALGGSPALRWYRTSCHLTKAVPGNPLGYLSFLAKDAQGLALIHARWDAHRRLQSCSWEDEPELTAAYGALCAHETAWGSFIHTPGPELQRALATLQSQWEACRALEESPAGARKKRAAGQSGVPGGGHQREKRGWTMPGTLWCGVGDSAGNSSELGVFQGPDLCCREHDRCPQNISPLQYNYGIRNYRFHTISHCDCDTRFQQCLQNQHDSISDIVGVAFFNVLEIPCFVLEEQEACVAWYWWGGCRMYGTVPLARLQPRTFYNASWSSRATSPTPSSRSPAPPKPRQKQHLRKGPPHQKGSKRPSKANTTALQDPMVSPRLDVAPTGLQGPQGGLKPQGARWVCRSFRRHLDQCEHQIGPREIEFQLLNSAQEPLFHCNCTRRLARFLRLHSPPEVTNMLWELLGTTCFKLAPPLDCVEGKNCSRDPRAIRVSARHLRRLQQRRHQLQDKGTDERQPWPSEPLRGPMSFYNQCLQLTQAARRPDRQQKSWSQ
hgDAF12 agonist: agonists of H. glycines DAF-12 nuclear receptor; activation, % at 6.8 µM; 1.8% of 370,000 active; HEK293 GAL4-hgDAF12 UAS-luciferase reporter, agonist luminescence; normalized to butyrate control; AID 687014;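 active = activation above a cutoff set at the mean of all screened compounds plus 3 SD, cut at about 10% in these data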;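 also: 0% = DMSO wells and 100% = sodium butyrate wells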
ssDAF12 agonist: activators of S. stercoralis DAF-12 nuclear receptor. activation, % at 6.8 µM. 1% of 370,000 active. HEK293 ssDAF-12/GRIP1 lit1-tk-luc reporter, luminescence; % of 3 µM dafachronic acid response;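 active = activation above the mean over all tested compounds plus 3 SD, cut at about 0.9% in these data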;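 also: 0% = DMSO-only wells and 100% = 3 µM delta7-dafachronic acid wells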
ADAM10 inh: inhibits human ADAM10; O14672; recombinant ADAM10, EDANS/DABCYL FRET peptide cleavage, 3 h; inhibition, % at 7 µM; 0.62% of 370,000 active;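 active = inhibition above a per-campaign cutoff equal to the mean of compounds falling between control-based bounds plus 3 SD, cut at about 20% in these data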;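 also: 0% = DMSO wells while the 100% control is not disclosed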
Target sequence (O14672 214-748 limits assumed): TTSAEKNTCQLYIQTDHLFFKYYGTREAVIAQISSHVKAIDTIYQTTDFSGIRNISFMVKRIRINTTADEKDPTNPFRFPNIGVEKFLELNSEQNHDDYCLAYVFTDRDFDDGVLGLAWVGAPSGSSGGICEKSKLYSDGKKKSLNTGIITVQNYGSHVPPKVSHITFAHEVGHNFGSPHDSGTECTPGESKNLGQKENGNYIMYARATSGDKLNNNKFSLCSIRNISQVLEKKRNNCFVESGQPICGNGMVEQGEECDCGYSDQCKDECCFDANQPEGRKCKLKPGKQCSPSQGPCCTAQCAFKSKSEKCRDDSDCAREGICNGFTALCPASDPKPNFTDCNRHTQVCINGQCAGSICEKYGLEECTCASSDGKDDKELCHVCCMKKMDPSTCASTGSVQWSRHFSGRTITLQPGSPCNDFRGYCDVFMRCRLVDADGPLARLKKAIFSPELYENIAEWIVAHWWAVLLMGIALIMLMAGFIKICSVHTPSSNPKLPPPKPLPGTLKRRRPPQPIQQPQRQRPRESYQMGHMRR
hcDAF12 agonist: H. contortus DAF-12 activation, primary screen; HEK293 hcDAF-12 lit1-tk-luc reporter, luminescence; 0% DMSO, 100% Δ7-dafachronic acid; activation, % at 6.8 µM; 1.4% of 370,000 active; AID 652067;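 active = activation above the mean of all tested compounds plus 3 SD, cut at about 5.5% in these data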;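 also: 100% = response to 3 µM Δ7-dafachronic acid high control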
DAX1 inh-2: inhibitors of DAX1 repression of SF-1 activated StAR promoter; HEK293T StAR-luciferase reporter, SF-1/DAX-1 repression relief; inhibition, % at 6.8 µM; 1.1% of 370,000 active; AID 652010;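 active = inhibition above the mean over all tested compounds plus 3 SD, cut at about 3.6% in these data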;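 also: 0% = DAX-1 cells with DMSO and 100% = cells lacking DAX-1 with DMSO; higher inhibition means more luminescence from relief of DAX-1 repression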
PLCb3 inh: PLC-beta3 (human) inhibition, primary screen; Q01970; Purified PLC-beta3, fluorogenic substrate, fluorescence; inhibition, % at 12.2 µM; 0.18% of 370,000 active; AID 720704; in the data active = inhibition above about 11%;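 also: 0% = median of compound wells on plate and 100% = full blocker control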
Starred values were filed as active, the others as inactive; i = inactive; . = no result given.

SMILES | PLC-gamma1 inh | FXN GAA850 act | DAX1 inh-1 | ADAM17 inh | HGIII-sPLA2 inh | hgDAF12 agonist | ssDAF12 agonist | ADAM10 inh | hcDAF12 agonist | DAX1 inh-2 | PLCb3 inh
COc1ccc(-n2c(=S)[nH]c3cc(C(=O)Nc4cc(C(N)=O)ccc4OC)ccc3c2=O)c(OC)c1 | -2 | -1.3 | -0.8 | -3 | 5 | 1.9 | -1.1 | -16 | -0.3 | 0.1 | -4
CCOC(=O)c1c(NC(=O)COc2ncnc3ccccc23)sc(C)c1C | 0 | 1.4 | 0.8 | 2 | -6 | -0.2 | -1.9 | -3 | 0.4 | -0.7 | 2
COc1ccc(-c2noc(CCCCC(=O)N3CCN(c4cc(C)ccc4C)CC3)n2)cc1 | -1 | -8.6 | -5.1 | 1 | -13 | -12 | -2.3 | 4 | -5.6 | -9.9 | -4
COc1cc2c(cc1OC)-c1cc(Nc3ccc(N(C)C)cc3)nc(=O)n1CC2 | -450 | 6.2 | 0.0 | -153 | 6 | -2.5 | -1.9 | -413 | -3.4 | -0.2 | i
O=C(CNC(=O)/C(=C\c1ccc(Br)cc1)NC(=O)c1ccccc1)OCc1ccccc1 | -6 | 1.5 | 3.6 | 10* | -19 | 1.0 | -1.6 | 12 | -2.6 | -0.2 | -13
O=C(C1CCCN(S(=O)(=O)c2ccccc2)C1)N1CCN(c2ncccn2)CC1 (centres undefined) | -50 | -1.1 | -0.6 | -6 | -5 | -1.3 | -1.0 | 0 | -2.2 | -0.8 | -2
N#C/C(=C\c1ccco1)Sc1nc2ccccc2s1 | 0 | 5.2 | 2.0 | 4 | -8 | 2.2 | 0.0 | 7 | 4.5 | -0.2 | -2
Cc1noc(C(=O)Nc2ccc(F)cc2F)c1Cl | 2 | 1.2 | 4.2* | -2 | 3 | 3.0 | 0.2 | 5 | 0.0 | 0.1 | -3
CCOC(=O)C1CCN(CC(=O)c2c(C)n(C)c3ccc(OC)cc23)CC1 | -1 | 3.9 | 0.4 | -1 | -3 | 0.6 | -0.8 | -8 | -2.0 | 0.3 | -5
CCOc1ccc(OCCNC(=O)c2oc3ccccc3c2COC)cc1 | 4 | 1.2 | 0.8 | 1 | -2 | -1.2 | -1.6 | -4 | -0.2 | -1.1 | -9
COc1ccc(Cc2c(C(C)(C)C)nc3ccc(Br)cn23)c(C)c1 | -4 | . | . | 0 | 0 | -0.5 | -1.7 | 2 | -0.5 | -0.8 | -4
O=C(c1ccccn1)N1CCN(c2ccc(C(F)(F)F)cn2)CC1 | 1 | 0.9 | -0.3 | -5 | 4 | -3.5 | -1.7 | -12 | -2.6 | -1.0 | -2
Cc1ccccc1NC(=O)CCN1CCN(C/C=C/c2ccccc2)CC1 | -6 | -0.2 | -0.9 | -9 | -9 | 3.5 | -0.8 | -7 | -1.0 | -0.2 | -7
CSc1nc2ccccc2n1C(=O)NC1CCCCC1 | 1 | -0.5 | 0.4 | 0 | -5 | 0.3 | -1.4 | 3 | -0.7 | -0.1 | 1
O=C(/C=C/c1ccco1)NC(=S)NNC(=O)c1ccco1 | -13 | 4.7 | -0.7 | -4 | 31* | 1.8 | -1.4 | -5 | 1.7 | 0.0 | -16

Structures above with fluorine, in the order listed:
SMILES | PLC-gamma1 inh | FXN GAA850 act | DAX1 inh-1 | ADAM17 inh | HGIII-sPLA2 inh | hgDAF12 agonist | ssDAF12 agonist | ADAM10 inh | hcDAF12 agonist | DAX1 inh-2 | PLCb3 inh
Cc1noc(C(=O)Nc2ccc(F)cc2F)c1Cl | 2 | 1.2 | 4.2* | -2 | 3 | 3.0 | 0.2 | 5 | 0.0 | 0.1 | -3
O=C(c1ccccn1)N1CCN(c2ccc(C(F)(F)F)cn2)CC1 | 1 | 0.9 | -0.3 | -5 | 4 | -3.5 | -1.7 | -12 | -2.6 | -1.0 | -2

Reformatted comma-delimited: part of the list above.
Compound,PLC-gamma1 inh,FXN GAA850 act,DAX1 inh-1,ADAM17 inh,HGIII-sPLA2 inh,hgDAF12 agonist,ssDAF12 agonist,ADAM10 inh,hcDAF12 agonist,DAX1 inh-2,PLCb3 inh
COc1ccc(Cc2c(C(C)(C)C)nc3ccc(Br)cn23)c(C)c1,-4,.,.,0,0,-0.5,-1.7,2,-0.5,-0.8,-4
O=C(c1ccccn1)N1CCN(c2ccc(C(F)(F)F)cn2)CC1,1,0.9,-0.3,-5,4,-3.5,-1.7,-12,-2.6,-1.0,-2

Carrying on:
SMILES | PLC-gamma1 inh | FXN GAA850 act | DAX1 inh-1 | ADAM17 inh | HGIII-sPLA2 inh | hgDAF12 agonist | ssDAF12 agonist | ADAM10 inh | hcDAF12 agonist | DAX1 inh-2 | PLCb3 inh
Cc1nc2scc(C)n2c(=O)c1S(=O)(=O)N1CCN(c2ccc(F)cc2)CC1 | 1 | 2.7 | 0.3 | 1 | 6 | -1.7 | -0.3 | -5 | -1.1 | -0.1 | -10
O=C1CSC(c2ccccn2)N1c1cccc(Cl)c1 (centres undefined) | -6 | 0.4 | 0.9 | -3 | 0 | -1.3 | -1.1 | 2 | -0.3 | -1.0 | -1
O=C(NCc1ccccn1)c1ccc2c(=O)n(CCc3ccccc3)c(=O)[nH]c2c1 | -20 | -0.1 | 0.6 | -11 | -2 | -2.9 | -0.9 | -20 | -1.1 | -0.6 | -29
Cc1cc(-c2nn(-c3ccccc3F)cc2CN2CCC(O)CC2)c(C)s1 | -2 | 0.7 | 0.8 | -4 | -8 | 0.0 | -1.4 | -3 | -0.7 | 1.2 | -7
CCOc1ccc(N(CC(=O)NCC2CCCO2)S(=O)(=O)c2ccc(SC)cc2)cc1 (centres undefined) | 1 | 1.6 | 0.8 | -2 | -11 | -0.6 | -0.7 | -3 | 1.3 | -1.1 | -1
O=c1c2ccccc2oc2ccc(NCCCN3CCOCC3)cc12 | -44 | 5.8 | 3.0 | 0 | 13 | 13* | -0.7 | -13 | 3.2 | 2.7 | -60
NC(=O)c1ncn([C@@H]2O[C@H](C(=O)N[C@H](Cc3c[nH]c4ccccc34)C(=O)N3CCN(CC(=O)N4CCCC4)CC3)[C@@H](O)[C@H]2O)n1 | 0 | . | . | -4 | 3 | -0.4 | -0.1 | -10 | 1.2 | 0.0 | 2
COc1cc(/C=C(/NC(=O)c2ccccc2)C(=O)Nc2ccccc2)c([N+](=O)[O-])cc1OC | 4 | 0.6 | 1.5 | 2 | -5 | -1.9 | -1.4 | 3 | -0.6 | -0.1 | 3
CC(=O)N=c1cccc(NC(C)=O)n1O | 0 | -0.5 | -0.1 | -2 | 4 | -2.4 | -1.7 | 1 | -1.1 | -0.1 | 2
COc1ccc(C(=O)N2CCN(C(C)=O)CC2)cc1S(=O)(=O)N1CCOCC1 | 0 | 2.5 | 1.2 | 2 | -2 | 4.7 | 0.0 | -2 | -0.1 | -0.1 | 4
Cc1ccc(N2CC(C(=O)N3CCc4ccccc43)CC2=O)cc1 (centres undefined) | -2 | 3.6 | -1.1 | 1 | -3 | 1.7 | -0.6 | -4 | 3.0 | 0.5 | 2
CS(=O)(=O)c1ccc(Cl)c(NC(=O)CSc2nc3ccccc3c(=O)n2CCCN2CCOCC2)c1 | -2 | -2.1 | -0.5 | -3 | -6 | -2.3 | -1.2 | -8 | -0.7 | -0.8 | 0
Cc1cc(SCC(=O)c2ccccc2)n2ncc(-c3ccccc3)c2n1 | -8 | 5.1 | 1.6 | -3 | -32 | 3.7 | 0.5 | -3 | 1.9 | 0.5 | -20
COc1ccc(CCn2c(-c3cccc([N+](=O)[O-])c3)nc3nc4ccccc4nc32)cc1 | 3 | 2.6 | 0.5 | -5 | 4 | -3.1 | -1.1 | -8 | 1.6 | 0.3 | -7
c1ccn2c(Cc3nnc4ccccn34)nnc2c1 | -1 | 1.6 | -0.1 | -3 | 1 | -1.0 | -1.5 | -9 | -0.3 | -0.1 | 2
Cc1sc2ncn(CC(=O)N3CCN(c4ccccn4)CC3)c(=O)c2c1S(=O)(=O)N1CCC(C)CC1 | 1 | 2.4 | -0.1 | -3 | 5 | 2.7 | -1.1 | -5 | -1.1 | -0.2 | -6
O=c1oc2ccccc2nc1/C=C(O)/C=C/c1ccc(F)cc1 | -26 | 2.5 | 0.5 | 0 | -10 | 3.7 | -0.5 | -13 | 2.0 | 0.5 | -26
CCn1c(SCc2nc3ccccc3s2)nnc1-c1ccccc1 | 2 | 6.7 | -0.2 | 0 | -9 | 6.5 | 0.8 | 1 | 5.0 | 0.4 | -3
O=C(Oc1cccc2ccccc12)c1ccco1 | 1 | -0.8 | -0.4 | 1 | 1 | -1.8 | -0.9 | 6 | 6.0* | 0.5 | -3
COc1ccc(Nc2cc(C)nc3ccc(C)cc23)cc1 | 2 | -1.6 | 0.2 | 0 | 1 | -0.9 | -0.8 | -10 | -1.3 | -0.5 | 3
CCCn1c(N2CCN(Cc3ccc(Cl)cc3)CC2)nc2ccccc21 | 1 | -1.4 | -0.2 | 3 | -10 | -1.0 | -1.7 | 9 | -1.9 | -0.9 | 1
O=C(COC(=O)C12CC3CC(CC(Br)(C3)C1)C2)Nc1ccc2[nH]c(=O)[nH]c2c1 | -11 | 4.1 | 1.1 | -6 | -13 | 0.4 | -0.7 | -21 | 0.1 | 0.9 | -19
O=C(COC(=O)c1ccc(O)cc1O)NNC(=O)c1cccs1 | -1 | -0.8 | 0.0 | -5 | -2 | 0.6 | -1.1 | -6 | -0.9 | 1.1 | -4
COC(=O)c1ccc(NS(=O)(=O)c2ccc(OC)cc2)cc1 | -2 | 0.4 | 0.4 | -4 | -9 | 0.8 | -1.0 | -1 | 0.9 | -0.1 | 1
COc1ccc(NC(=S)N2CCC(C(=O)c3ccc(F)cc3)CC2)c(OC)c1 | -1 | 0.0 | 1.9 | -5 | 12 | 0.3 | -2.3 | 0 | -2.2 | -0.8 | -9
O=C(c1ccc(COc2ccccc2Cl)o1)N1N=C(C(F)F)CC1(O)C(F)F (centres undefined) | -42 | 1.0 | -0.2 | 5 | -16 | 1.3 | -1.7 | 15 | -1.7 | -0.2 | -50
Clc1ccccc1SCc1nc2ccccc2[nH]1 | -1 | 2.3 | 0.2 | -1 | -8 | 5.3 | -1.1 | 4 | 0.6 | 0.1 | -7
Cc1cc(NC(=O)COC(=O)c2cc(S(=O)(=O)N(C)c3ccccc3)ccc2Cl)no1 | 4 | 1.9 | 0.4 | 4 | -4 | 0.3 | -2.0 | 11 | -2.2 | -0.4 | -5
CCN(C(=O)c1ccc(NC(=O)C2CCCCC2C(=O)O)cc1)c1ccccc1 (centres undefined) | 2 | 2.3 | 2.7 | -3 | 19 | -1.2 | -0.5 | -9 | 0.2 | 1.2 | -3
Cc1c(Cl)cccc1NC(=O)CSc1ncnc2c1cnn2CCc1ccccc1 | 1 | -1.1 | -1.4 | -6 | 4 | 0.1 | -1.8 | 5 | 0.8 | 0.3 | -1
CCC(=O)NNC(=O)CCC(=O)Nc1ccc(C)cc1C | 1 | 1.6 | 0.7 | 1 | 4 | 0.4 | -1.1 | 1 | -1.7 | 0.0 | 5
NC(=O)C1CCN(c2nc(-c3ccccc3F)cs2)CC1 | -12 | 2.2 | -0.1 | 4 | 6 | 8.3 | -0.1 | 5 | 0.4 | 1.0 | -50
